Compound activity: PubChem BioAssay, several laboratories
hgDAF12 agonist: activates the H. glycines DAF-12 receptor ligand-binding domain; HEK293 GAL4-hgDAF12 UAS-luciferase reporter, agonist luminescence; normalized to butyrate control; activation, % at 6.8 µM; 370,000 compounds, 1.8% hits; AID 687014;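 active = activation above a cutoff set at the mean of all screened compounds plus 3 SD, cut at about 10% in these data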;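 note: 0% = DMSO wells and 100% = sodium butyrate wells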
DAX1 inh-1: blocks DAX1 repression of SF-1 activated StAR promoter; HEK293T StAR-luciferase reporter, SF-1/DAX-1 repression relief; inhibition, % at 6.8 µM; 370,000 compounds, 1.1% hits; AID 652010;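 active = inhibition above the mean over all tested compounds plus 3 SD, cut at about 3.6% in these data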;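 note: 0% = DAX-1 cells with DMSO and 100% = cells lacking DAX-1 with DMSO; higher inhibition means more luminescence from relief of DAX-1 repression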
ssDAF12 agonist: S. stercoralis DAF-12 activation, primary screen; HEK293 ssDAF-12/GRIP1 lit1-tk-luc reporter, luminescence; % of 3 µM dafachronic acid response; activation, % at 6.8 µM; 370,000 compounds, 1% hits;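 active = activation above the mean over all tested compounds plus 3 SD, cut at about 0.9% in these data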;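 note: 0% = DMSO-only wells and 100% = 3 µM delta7-dafachronic acid wells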
ADAM17 inh: inhibits human ADAM17; P78536; recombinant ADAM17, EDANS/DABCYL FRET peptide cleavage; inhibition, % at 6.95 µM; 370,000 compounds, 0.83% hits;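 active = inhibition above the mean of compounds lying between control limits plus 3 SD, set per campaign, cut at about 8.5% in these data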;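 note: 0% = DMSO-only wells as the low control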
ADAM10 inh: inhibits human ADAM10. O14672. recombinant ADAM10, EDANS/DABCYL FRET peptide cleavage, 3 h. inhibition, % at 7 µM. 370,000 compounds, 0.62% hits. AID 720582;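 active = inhibition above a per-campaign cutoff equal to the mean of compounds falling between control-based bounds plus 3 SD, cut at about 20% in these data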;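 note: 0% = DMSO wells while the 100% control is not disclosed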
Target sequence (O14672 214-748 limits assumed): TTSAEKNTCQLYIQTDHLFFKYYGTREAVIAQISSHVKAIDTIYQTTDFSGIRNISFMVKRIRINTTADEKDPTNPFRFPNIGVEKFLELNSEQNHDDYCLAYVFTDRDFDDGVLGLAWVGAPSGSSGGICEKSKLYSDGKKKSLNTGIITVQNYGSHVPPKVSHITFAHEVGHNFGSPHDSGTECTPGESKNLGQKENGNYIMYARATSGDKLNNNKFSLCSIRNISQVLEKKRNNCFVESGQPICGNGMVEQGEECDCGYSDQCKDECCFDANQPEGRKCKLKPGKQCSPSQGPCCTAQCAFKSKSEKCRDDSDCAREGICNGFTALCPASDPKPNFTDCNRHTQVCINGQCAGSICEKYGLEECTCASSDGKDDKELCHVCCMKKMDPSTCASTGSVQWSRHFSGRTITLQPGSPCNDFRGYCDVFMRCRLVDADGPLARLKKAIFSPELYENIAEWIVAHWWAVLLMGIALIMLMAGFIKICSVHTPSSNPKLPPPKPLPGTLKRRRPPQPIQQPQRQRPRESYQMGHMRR
GAA850 FXN act: increases GAA850 frataxin promoter reporter activity. activation, % at 6 µM. HEK293 lucGAA850 FXN promoter luciferase reporter, 24 h; percent of 10 µM SAHA response. 360,000 compounds, 0.56% hits;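 active = activation above the average of all compounds screened plus 3 SD, cutoff fixed separately per campaign, cut at about 7.5% in these data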;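 note: 0% = DMSO wells and 100% = 10 µM SAHA wells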
SMARCA2 activ: increases SMARCA2 function in MMTV reporter cells. MG213 cells, MMTV-luciferase reporter, dexamethasone, overnight. activation, % at 9.1 µM. 370,000 compounds, 1% hits; in the data active = activation above about 7.8%;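 note: 0% = vehicle wells and 100% = reference activator wells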
DAX1 inh-2: inhibitors of human orphan nuclear receptor DAX1 (NR0B1) | P51843 | HEK293 Gal4-DAX1 luciferase reporter, luminescence | inhibition, % at 6.75 µM | 340,000 compounds, 0.99% hits | AID 504766;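 active = inhibition above the mean over all tested compounds plus 3 SD, cut at about 4.2% in these data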;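 note: 0% = DAX1-transfected cells with DMSO and 100% = empty-vector control cells with DMSO; inhibition shows as a rise in luminescence from relieved DAX1 repression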
Target sequence (P51843 207-470 limits assumed): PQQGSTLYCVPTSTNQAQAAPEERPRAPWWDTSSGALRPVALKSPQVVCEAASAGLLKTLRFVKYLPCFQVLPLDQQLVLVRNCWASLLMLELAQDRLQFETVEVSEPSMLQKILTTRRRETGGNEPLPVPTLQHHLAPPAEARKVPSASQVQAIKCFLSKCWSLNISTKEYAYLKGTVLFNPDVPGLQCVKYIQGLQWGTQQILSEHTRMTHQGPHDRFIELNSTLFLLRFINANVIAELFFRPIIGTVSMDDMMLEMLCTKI
NPR1 activator: GC-A (human) enzyme activation. P16066. HEK293 GC-A cells, cGMP TR-FRET, EC30 ANP; 0% at EC30 ANP, 100% saturating ANP. activation, % at 10 µM. 370,000 compounds, 0.14% hits; in the data active = activation above about 40%
PG9 binder: binds the HIV-1 gp120 antibody PG9 | TR-FRET gp120-PG9 antibody binding | inhibition, % at 6.7 µM | 360,000 compounds, 0.43% hits | AID 624416; in the data active = inhibition above about 8.5%
hcDAF12 agonist: H. contortus DAF-12 activation, primary screen; activation, % at 6.8 µM; HEK293 hcDAF-12 lit1-tk-luc reporter, luminescence; 0% DMSO, 100% Δ7-dafachronic acid; AID 652067; 370,000 compounds, 1.4% hits;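 active = activation above the mean of all tested compounds plus 3 SD, cut at about 5.5% in these data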;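 note: 100% = response to 3 µM Δ7-dafachronic acid high control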
An asterisk follows results filed as active; i = inactive; x = not tested or not shown.

SMILES,ssDAF12 agonist,DAX1 inh-2,SMARCA2 activ,ADAM10 inh,hcDAF12 agonist,DAX1 inh-1,ADAM17 inh,hgDAF12 agonist,NPR1 activator,GAA850 FXN act,PG9 binder
O=[N+]([O-])c1cccc(C(=Nc2ccc(Cl)cc2)NO)c1,0.1,-1.6,-4,14,2.5,0.2,8,-0.6,-5,0.7,-3.5
CC(=O)c1cc(-c2ccccc2)n(CC(=O)Nc2cccc(C)c2)c1C,-1.2,0.8,-3,4,-3.4,-0.4,-1,-1.9,-6,0.8,-0.5
COc1ccccc1NC(=O)C1=C(C)NC(=O)NC1c1cccs1 (stereo not drawn),-1.2,x,-2,-4,-0.7,0.0,0,0.7,2,0.5,-1.4
COCCCn1cc(C(=O)c2ccccc2OCC(=O)Nc2cccc(F)c2)cc(C#N)c1=O,-1.1,-0.7,6,-14,-2.0,0.1,1,0.8,-4,1.6,-2.2
O=C(CCCSc1nnc(-c2cccs2)n1CC1CCCO1)c1ccccc1 (stereo not drawn),-1.1,-2.3,-4,-13,-1.5,-1.3,1,-2.9,1,-1.0,1.2
C[C@H](NC(=O)N1CCn2c1nc1ccccc12)C(=O)NCC1CCCO1 (stereo partly drawn),-1.0,0.3,3,-4,-2.1,-1.9,-2,-3.4,4,-0.4,0.1
Clc1ccc(-c2nnc(-c3ccco3)o2)cc1,-1.0,2.4,13*,-61,1.7,2.2,-24,5.8,-12,12*,-1.5
Cc1cccc(NC(=O)CS(=O)(=O)c2c[nH]c3ccccc23)c1C,-0.6,-1.1,0,1,0.0,-0.7,-2,0.1,0,0.0,-0.3
COC(=O)COc1ccc2c(c1)O/C(=C\c1cccc([N+](=O)[O-])c1)C2=O,-0.9,0.0,-1,-8,-1.7,0.2,-3,1.5,15,-0.3,-1.1
O=C(Nc1ccc(Sc2ccc(Br)cc2)cc1)c1ccco1,-1.0,-1.0,1,17,-2.3,-1.2,8,0.8,2,4.0,-0.1
Cc1ccc(C)c(OCCC(=O)OCC(=O)NCCc2ccc(S(N)(=O)=O)cc2)c1,-1.1,-0.1,-2,1,-1.3,0.4,2,-0.9,0,-2.3,1.7
O=C(NCc1ccc(-c2nc3ccccc3s2)cc1)c1ccco1,-0.3,-1.7,0,1,-1.8,0.0,-2,1.2,2,-2.8,-0.1
CCOc1ccc2[nH]c(=O)c(CN(CC3COCCO3)C(=O)c3ccc(C)cc3)cc2c1 (stereo not drawn),-1.3,1.1,-4,-83,-0.8,-0.5,-27,-2.9,1,0.6,0.9
CCn1c(C(=O)N2CCCC(C(=O)O)C2)cc2sccc21 (stereo not drawn),-1.1,-0.1,-1,-2,-0.3,0.0,-5,-0.6,3,-0.7,1.9
C=CCc1ccc(OCC(O)CN2CCCCC2)c(OC)c1 (stereo not drawn),-1.2,0.1,1,5,-0.9,1.0,-2,1.5,0,-0.6,-0.3
CCCCc1nc2sc3c(c2c(=O)[nH]1)CCC3,-0.4,-0.2,-1,0,-0.6,-0.4,-1,-1.8,1,1.9,-0.2
COc1ccc(/C=N/NC(=O)c2nn(C)cc2Br)cc1CSCc1ccco1,-0.8,1.6,2,-18,0.6,-2.4,-5,1.7,-1,3.3,0.3
CCn1cnc2cc(NCc3ccc(C)cc3)ccc21,-0.7,2.4,3,-26,1.0,4.4*,-9,4.3,0,0.7,-4.0
C=CCn1c(SCC(=O)c2ccc(O)c(O)c2)nnc1-c1cccc(Cl)c1,-0.6,-1.5,-3,8,-1.1,-0.2,3,-3.5,-3,4.4,-1.8
Cc1cccnc1C(NC(=O)C1CCN(Cc2ccc(Cl)c(Cl)c2)CC1)c1ccc(Cl)cc1 (stereo not drawn),-0.9,x,0,-1,0.7,0.1,4,1.1,-3,0.2,-1.9
CCC(=O)NC(c1ccco1)c1cc(Cl)c2cccnc2c1O (stereo not drawn),-1.3,-0.9,-3,-2,-0.1,-1.3,3,0.8,-6,-0.7,3.4
CCOC(=O)C1CN(S(=O)(=O)c2ccc(F)cc2)C1,-1.1,3.0,-1,7,0.5,0.4,-3,-1.1,-1,0.1,-1.2
COc1ccc(OC)c(N2C(=NC(=O)C3CCCCC3)SC3CS(=O)(=O)CC32)c1 (stereo not drawn),-0.9,-0.4,-3,-2,2.0,-0.3,-4,-2.1,-9,0.0,-1.2
CN(Cc1cnn(-c2ccccc2)c1)C(=O)C1CCC(=O)N(C2CC2)C1 (stereo not drawn),-0.7,0.5,1,-9,-1.2,1.1,-3,-1.2,4,-2.5,-1.0
COc1ccc(-c2noc(CSc3nc(-c4ccccc4)cc(=O)[nH]3)n2)cc1OC,-1.6,-0.2,3,8,-0.9,0.7,0,-0.5,-6,0.3,2.0
CCCSc1nc2c(c(=O)[nH]c(=O)n2C)n1CCc1ccccc1,-0.7,0.8,1,-8,-1.7,-1.0,-5,-1.3,0,3.3,-2.0
O=C(COC(=O)C1CCN(S(=O)(=O)c2ccc(Cl)c(C(F)(F)F)c2)CC1)NCc1ccco1,-0.1,1.3,-2,-13,-1.3,1.2,-5,1.2,0,2.4,2.4
NC(=O)COC(=O)c1cc(S(=O)(=O)N2CCN(c3ccccc3)CC2)ccc1Cl,-1.0,0.5,-4,-5,-1.3,-0.2,-3,-1.5,-19,0.6,-0.1
C[C@]12c3[nH]c4ccc(Cl)cc4c3CCN1C(=O)[C@@H](CC(=O)NCc1ccco1)C[C@@H]2C(=O)N1CCCCC1,-1.2,-1.2,-5,-13,-0.5,-0.7,7,-3.6,-8,-4.6,-2.2
Cc1ccc(NC(=O)COC(=O)c2cccc3c2C(=O)c2ccccc2C3=O)c(C)c1,-1.6,-1.3,-3,-4,0.1,0.3,0,-1.8,5,1.7,1.0

Looked up one by one from above:
SMILES,ssDAF12 agonist,DAX1 inh-2,SMARCA2 activ,ADAM10 inh,hcDAF12 agonist,DAX1 inh-1,ADAM17 inh,hgDAF12 agonist,NPR1 activator,GAA850 FXN act,PG9 binder
CCn1c(C(=O)N2CCCC(C(=O)O)C2)cc2sccc21 (stereo not drawn),-1.1,-0.1,-1,-2,-0.3,0.0,-5,-0.6,3,-0.7,1.9
COc1ccccc1NC(=O)C1=C(C)NC(=O)NC1c1cccs1 (stereo not drawn),-1.2,x,-2,-4,-0.7,0.0,0,0.7,2,0.5,-1.4

(next part)
SMILES,ssDAF12 agonist,DAX1 inh-2,SMARCA2 activ,ADAM10 inh,hcDAF12 agonist,DAX1 inh-1,ADAM17 inh,hgDAF12 agonist,NPR1 activator,GAA850 FXN act,PG9 binder
COc1ccccc1NC(=S)NCc1ccccn1,-0.1,-0.4,0,2,1.6,0.4,4,4.7,-2,0.5,-4.2
CC(C)(C)NC(=O)C1(C)CCC(=O)N1C1CCN(Cc2ccccc2)CC1 (stereo not drawn),0.0,x,-2,-1,1.0,0.5,2,3.2,3,x,-2.4
Nc1nc(COC(=O)C2CC(=O)N(Cc3ccccc3Cl)C2)nc(Nc2ccccc2)n1 (stereo not drawn),-1.3,0.6,-1,5,-0.4,1.2,5,0.3,-4,2.1,-1.0
Cc1ccc(-c2noc(=O)n2CC(=O)c2ccc(Cl)cc2)cc1,-1.6,-0.3,-1,9,-1.4,0.3,3,1.7,-4,-1.1,-4.8
Fc1ccc(Nc2nnc(C(F)(F)F)s2)cc1Cl,-2.2,-3.5,-5,-4,-2.7,-0.8,1,-1.1,-3,-1.0,-0.7
O=C(/C=C/c1ccc(OC(F)F)cc1)Nc1cccc(S(=O)(=O)NC2=NCCCCC2)c1,-1.5,-1.7,0,8,-3.1,-6.0,4,-4.5,-1,3.4,-0.1
O=C(O)CC1(CC(=O)Nc2ccc(C(F)(F)F)cc2)CCCC1,-1.3,0.4,-3,-7,5.1,0.2,-5,3.6,-4,0.5,-0.5
CSc1ccccc1NC(=O)C1(C)CCN1C(=O)Cc1ccccc1Cl (stereo not drawn),-1.7,x,-2,-9,-1.0,-1.4,-1,-1.5,-5,-0.9,-0.9
Cc1ccc(NC(=O)NNC(=O)c2snnc2C)cc1,-1.0,1.6,-2,-5,-0.1,2.7,-2,2.3,-2,2.4,-0.9
COc1cc(/C=c2\sc3n(c2=O)C(c2ccccc2)C(c2ccccc2)=NN=3)ccc1O (stereo not drawn),-1.1,-0.4,-1,-1,0.3,0.1,-2,1.6,-12,3.7,-0.1
O=[N+]([O-])c1ccccc1S(=O)(=O)NCCSCc1ccco1,-1.8,-0.3,3,-1,0.9,-0.8,0,0.3,0,1.9,-2.2
COc1ccc(OCCCC(=O)NCC(C)C)cc1,-1.3,-0.8,-3,3,-1.2,-0.7,-4,2.4,-5,0.7,1.0
O=C(NCc1ccccn1)c1cccc(NS(=O)(=O)c2ccccc2F)c1,-1.3,-0.9,0,-4,-0.3,0.3,-5,3.2,0,2.0,0.1
COCCNC(=S)NCc1cccs1,-1.5,0.4,1,4,1.0,0.9,0,-0.2,1,2.0,-0.5
COc1ccc(OC)c(-n2c(-c3ccc(S(C)(=O)=O)cc3)cc(C=O)c2C)c1,-0.8,1.4,-2,-13,0.6,-1.7,-6,3.5,-4,1.9,-0.8
O=C(COC(=O)c1cccnc1Cl)NC12CC3CC(CC(C3)C1)C2,-1.3,-1.6,0,-2,-2.1,-0.9,0,-2.1,-8,-1.6,-0.6
N#Cc1ccc(-c2ccc(F)cc2)nc1Oc1ccccc1,-0.4,3.9,-3,-1,-1.8,-0.1,1,-1.4,4,-0.2,0.4
CCOC(=O)c1n[nH]n2c1nc(=O)c1ccccc12,-0.8,0.5,6,-31,-0.2,-0.5,-17,-1.1,-4,-1.0,-2.1
N#Cc1ccc(OCC(=O)Nc2ccncc2)cc1,-0.9,1.7,-1,1,-1.1,-0.3,-3,4.4,3,-1.3,-0.1
Cc1onc(-c2c(Cl)cccc2Cl)c1C(=O)N1CCN(Cc2ccccc2)CC1,-0.3,0.8,-3,4,-2.4,-0.1,0,0.8,1,4.2,-2.3
CCOC(=O)c1sc(NC(=S)NC(=O)C2CC2)cc1C,-1.6,-1.4,-2,-1,0.5,0.0,-4,-2.3,0,1.9,1.6
CC1CCc2cc(F)ccc2N1C(=O)CCC(=O)O (stereo not drawn),-0.2,-0.5,-4,-2,0.4,0.5,2,-1.4,1,0.4,2.5
CC1CCN(C(=O)CCN2C(=O)C3C4C=CC(C4)C3C2=O)CC1 (stereo not drawn),-1.2,0.8,0,10,-2.8,-0.3,-1,0.0,4,-0.2,-0.5
COc1ccc2nccc(C(N)=O)c2c1,-1.5,0.1,3,i,-0.2,1.0,-318,-1.4,4,-0.7,-0.4

Just ssDAF12 agonist (4 entries from above):
SMILES,ssDAF12 agonist
Cc1ccc(NC(=O)NNC(=O)c2snnc2C)cc1,-1.0
COc1cc(/C=c2\sc3n(c2=O)C(c2ccccc2)C(c2ccccc2)=NN=3)ccc1O (stereo not drawn),-1.1
O=[N+]([O-])c1ccccc1S(=O)(=O)NCCSCc1ccco1,-1.8
COc1ccc(OCCCC(=O)NCC(C)C)cc1,-1.3
